# KCNQ2 inh: KCNQ2 channel blockers in CHO-K1 cells – cell-based, FluxOR thallium flux, B-score, primary screen (AID 2156) | O88943 | 20 min; stronger effect = lower value | B-score at 10 µM | 1.1% of 310,000 active;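 active = fluorescence ratio B-score at most minus 3 library SDs, with starting brightness B-score within 2 library SDs, cut at about -5.5 in these data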
# Kir21 block: inhibitors of mouse Kir2.1 inward-rectifier potassium channel; 0.85% of 310,000 active; P35561; HEK293-Kir2.1, FluxOR thallium flux fluorescence; stronger effect = lower value; B-score at 10 µM;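 active = fluorescence ratio B-score at or below minus 3 SD of library scores, with starting-brightness B-score within 2 SD, cut at about -4.2 in these data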;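 also: channel flux triggered by added potassium and thallium sulfate stimulus; B-score of peak minus minimum fluorescence over baseline after thallium stimulus; more negative B-score means stronger Kir2.1 block with less thallium influx; some compounds called inactive have numbers as strong as hits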
# Target sequence (P35561 whole entry, looked up): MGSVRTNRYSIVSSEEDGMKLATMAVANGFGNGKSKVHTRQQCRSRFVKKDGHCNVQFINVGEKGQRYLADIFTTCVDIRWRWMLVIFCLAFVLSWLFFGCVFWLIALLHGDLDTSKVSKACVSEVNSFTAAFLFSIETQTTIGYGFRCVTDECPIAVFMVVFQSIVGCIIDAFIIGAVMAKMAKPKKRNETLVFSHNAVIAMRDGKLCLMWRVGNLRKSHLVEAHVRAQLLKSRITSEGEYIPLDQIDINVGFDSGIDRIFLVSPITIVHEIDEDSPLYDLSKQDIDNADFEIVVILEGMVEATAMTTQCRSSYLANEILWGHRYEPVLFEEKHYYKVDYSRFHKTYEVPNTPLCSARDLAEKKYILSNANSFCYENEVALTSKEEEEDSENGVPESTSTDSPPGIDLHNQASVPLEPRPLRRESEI
# * marks the source's active call; other numbers are inactive results; i = inactive.
KCNQ2 inh	Kir21 block	mol
i	0.29	Cc1cc2oc(=O)cc(CN3CCN(Cc4ccccc4)CC3)c2cc1Cl
i	0.42	O=C(c1ccccc1)N1CCN(C(=O)c2ccc3c(c2)OCCO3)CC1
i	1.6	CCOc1ccc(C(Nc2ccc(C)cc2)P2(=O)OCCC(C)O2)cc1 (stereo not drawn)
i	1	COc1ccc(OCC(=O)N2CCN(C(=O)COc3ccc(Br)cc3)CC2)cc1
i	0.24	COCCNC(=O)[C@@H]1CCCN1C(=O)C1CCN(S(=O)(=O)c2ccc(C)cc2)CC1
i	0.09	Cc1ccc(N2C(N)=C(C#N)C(c3cccs3)C3=C2CC(C)(C)CC3=O)cc1 (stereo not drawn)
i	0.58	COC(=O)c1ccc(C2C(C(C)=O)=C(C)Nc3ncnn32)cc1 (stereo not drawn)
i	-0.57	Cc1ccc(N2CC(C(=O)Nc3ccccc3N3CCCC3)CC2=O)cc1 (stereo not drawn)
i	-1.2	CC(C)(CO)Nc1nc(Cl)nc(NC2CCCCC2)n1
i	0.9	Cc1ccc(NC(=O)CN(C)C(=O)CNC(=O)c2ccc3c(c2)OCO3)cc1
i	0	Nc1ccccc1Nc1cc(-c2ccccc2)[nH]n1
i	-0.01	Cc1cccc(N(CC(=O)NC2CCCCC2)C(=O)CCC(=O)Nc2ccccn2)c1
i	-0.56	Cc1cc(C)cc(NC(=O)C2C3C=CC4(O3)C2C(=O)N(CCN2CCCCC2)C4C(=O)NC2CCCCC2)c1 (stereo not drawn)
i	-1.4	Cc1nc2c(=O)n(-c3cccc(C(F)(F)F)c3)nc(C)c2s1
i	0.79	COCc1cc(=O)n2c([nH]c3ccccc32)c1C#N
i	0.22	CCOCC(=O)OCC(=O)Nc1cc(OC)c([N+](=O)[O-])cc1C
i	1.7	O=C(OCCN=C1NS(=O)(=O)c2ccccc21)c1ccccc1
i	-6.5*	CCCc1cnc(NCCNCC(O)COc2ccc(Cl)c(Cl)c2)nc1 (stereo not drawn)
i	-2	COCCN1C(=O)N[C@@H](c2ccc(Br)cc2)C(C(=O)OC)=C1C
i	-0.1	COc1cc(/C=C2/C(=O)N(c3ccc(Br)cc3)N=C2C)cc(OC)c1OC
i	1.4	CCCCCOC(=O)C1=C(C)NC(=O)NC1c1ccc([N+](=O)[O-])cc1 (stereo not drawn)
i	-9.1e-16	Cc1ccc(S(=O)(=O)N2CCN(C)CC2)c(C)c1
i	1.5	CCO[C@@H]1OC(C(=O)Nc2ccccc2)=C[C@H](c2ccccc2)[C@H]1CCCO
i	0.08	N#C/C(=C\c1ccc(O)c(O)c1)C(=O)N1CCCC1
i	-1.7	O=C(CSc1nccn1Cc1ccccc1)Nc1ccccc1
i	-0.74	COCC(=O)Nc1ccccc1Br
i	-0.21	COc1cccc(-c2ccc(=O)n(CC(=O)Nc3ccc(S(=O)(=O)NCC(C)C)cc3)n2)c1
i	0.1	NC(=O)C1(NC(=O)[C@@H]2CC3(CC(c4cccc(NC(=O)[C@@H]5CCC(=O)N5)c4)=NO3)CN2C(=O)Cc2ccc(Cl)cc2)CC1 (stereo partly drawn)
i	-0.41	Cc1ccccc1NC(=O)c1sc(Cl)nc1C
i	0.43	Cc1cc(C(=O)NCCN2C(=O)S/C(=C\c3cccs3)C2=O)ccc1[N+](=O)[O-]
i	0.62	CC(=O)Nc1cccc(NC(=O)CSc2nc(=O)n(CCN3CCOCC3)c3c2CCCC3)c1
i	0.84	COC(=O)c1ccc(COc2ccc3c4c(c(=O)oc3c2)CCC4)o1
i	-2.3	O=C(c1ccco1)N1CCN(c2ncnc3scc(-c4ccccc4)c23)CC1
i	1.3	O=C(c1ccccc1)n1nnc2ccccc21
i	0.05	CN(C)CCCN(C(=O)c1ccc(S(=O)(=O)N2CCc3ccccc32)cc1)c1nc2c(Cl)cccc2s1
i	0.03	O=C1CCCC/C1=C\Nc1ccccc1C(=O)O
i	0.03	Cc1cccc(C(=O)NCC(=O)NC2CCN(Cc3ccccc3)CC2)c1
i	0.74	COC(=O)c1[nH]c2ccc(C)cc2c1NC(=O)CCN1CCN(Cc2ccc3c(c2)OCO3)CC1
i	-1.5	CS(=O)(=O)Nc1ccc(C(=O)NCc2ccc3c(c2)OCO3)cc1
i	-1.2	Oc1ccc(-c2nc3ccccc3s2)c(O)c1
i	1.7	Cc1sc(-n2cccc2)c(C(=O)O)c1C
i	0.52	CC(=O)c1ccc(N2CCN(C(=O)CN(C)S(=O)(=O)c3cnc[nH]3)CC2)cc1
i	0.01	O=C(NCc1ccccc1)C1=C[C@H](c2ccc(Br)cc2)C[C@H](OCc2ccc(CO)cc2)O1
i	2.2	O=C(OCCNc1ccc(C(F)(F)F)cc1[N+](=O)[O-])c1cc2ccccc2oc1=O
i	-0.1	COc1ccccc1Nc1nc(-c2cccs2)cs1
i	-0.82	CSc1nc2ccc(NC(=O)c3c(-c4ccccc4)noc3C)cc2s1
i	-0.09	CCOC(=O)CCSc1nc(C)c2cc(C)ccc2n1
i	-0.91	CCCC(=O)Nc1nn(C)c2nc3c(C)cccc3cc12
i	-0.01	Fc1ccc(-c2nnc(Cc3nnc(-c4ccc(F)cc4)o3)o2)cc1
i	0.49	Cc1ccc(NC(=O)OCCNC(=O)c2ccncc2)cc1

# New compounds follow.
KCNQ2 inh	Kir21 block	mol
i	-0.26	NC(=O)CC(NC(=O)c1ccccc1)c1ccc(NCCOc2ccccc2)c([N+](=O)[O-])c1 (stereo not drawn)
i	0	Nc1ccc(NC(=O)c2cccs2)c(Cl)c1
i	-0.37	CCn1ncc(/C=C/C(=O)C2CC2)c1C
i	-0.14	O=C(O)c1cc(-c2cccc3ccccc23)nc2ccccc12
i	-1.6	Cc1c(C)n(Cc2ccccc2)c2ccc(C(=O)NCCN3CCOCC3)cc12
i	-1.3	Cc1ccc(C(=O)NNC(=O)CSc2nnc3c(n2)[nH]c2ccc(F)cc23)cc1
i	-0.95	CCCCn1nc2cc(C(=O)NCc3ccccc3)ccc2c1OCC
i	0	COc1ccccc1/C=N/NC(=Nc1ccc(C)cc1)c1nc2ccccc2s1
i	-0.34	NC(=O)c1ccccc1NC(=O)/C=C/c1ccccc1
i	-1.1	Cn1c(SCC(=O)NCC2CCCO2)nnc1-c1c[nH]c2ccccc12 (stereo not drawn)
i	0.32	O=C(O)c1ccccc1N1C(=O)C2C3CCC(C3)C2C1=O (stereo not drawn)
i	1.5	CC1CCCCC1NC(=O)c1nnc(Cc2ccc(Cl)cc2)o1 (stereo not drawn)
i	-0.29	Cc1ccc(C23CC4CC(CC(C(=O)NN)(C4)C2)C3)cc1
i	2	Cc1nc(Nc2ccccc2F)c2nnn(Cc3ccccc3Cl)c2n1
i	-1.2	CC/C(=N\Nc1ccnc2cc(Cl)ccc12)c1ccc(O)cc1
i	0.06	COc1ccc(F)cc1C(=O)C1CCCN(C(=O)c2cccc(N(C)C)c2)C1 (stereo not drawn)
i	0.03	CN1CCN(C(=S)SCC(=O)N2CCCc3ccccc32)CC1
i	2.8	CC[C@]1(c2ccccc2OC)C(=O)N(C(=O)OC)N1C(=O)OC
i	-1.4	O=c1oc2ccccc2n1Cc1cccc(F)c1
i	0.47	CCCCCC(=O)Nc1nc2ccccc2[nH]1
i	-1.2	CCc1cc2cc3c(cc2nc1SCC(=O)Nc1c[nH]c(=O)[nH]c1=O)OCO3
i	0.1	CCNC(=O)C(CCSC)NS(=O)(=O)c1ccc(C)cc1 (stereo not drawn)
i	1.2	CCn1c(=O)c([N+](=O)[O-])c(NCCN(C)C)c2ccccc21
i	0.4	Cc1cc(=O)n2nc(N3CCC(C(=O)Nc4cccc(Cl)c4C)CC3)sc2n1
i	-0.82	CC(C)C(=O)NNC(=O)c1csc(CS(=O)(=O)c2ccc(Cl)cc2)n1
i	-1.4	O=S(=O)(c1ccsc1)N1CC=C(c2ccccc2)CC1
i	1.6	Cc1cc(NS(=O)(=O)c2ccc(C(C)C)cc2)no1
i	0.31	O=C(Cc1ccc(Cl)cc1)NNC(=O)C1CC=CCC1C(=O)O (stereo not drawn)
i	-2.1	COc1ccccc1N1CCN(C(=O)c2cc3n(n2)C(C(F)(F)F)CC(c2ccco2)N3)CC1 (stereo not drawn)
i	-0.1	O=Cc1ccc(OCC(=O)NCC2CCCO2)cc1 (stereo not drawn)
i	0.53	CCn1nc(CC(=O)Nc2nnc(CC(=O)N3CCCCC3)s2)c2ccccc2c1=O
i	-0.53	CCOC(=O)c1c(-c2ccc(C)o2)csc1N
i	1.9	O=C(O)CC1SC(=O)N(CC(=O)c2ccccc2)C1=O (stereo not drawn)
i	-0.04	COc1cccc(OC)c1Nc1nc(C)nc2c1nnn2Cc1ccccc1Cl
i	-1.2	COC(=O)\C(C(C)=O)=C(/C=C/C=C/C=C/N(C)C)N(C)C
i	0.42	COc1cc(C[C@H](C)[C@H](C)Cc2ccc3c(c2)OCO3)ccc1O
i	2	Cc1ccc(CNC(=O)C2CCCN(c3nc(C)cc(C)n3)C2)cc1 (stereo not drawn)
i	2.5	COCCSc1nnc(NC(=O)C2CC(=O)N(c3ccccc3)C2)s1 (stereo not drawn)
i	-0.49	Cc1sc(NC(=O)CN2CCCC2)nc1-c1ccc2c(c1)CCN2C(=O)c1ccc(F)cc1
i	-0.42	CCn1c(=O)cc(SCC(=O)NCc2cccnc2)c2ccccc21
i	-0.2	Cc1cccc(-c2nc(CS(=O)CC(=O)NCCCSC3CCCCC3)c(C)o2)c1 (stereo not drawn)
i	0.31	COc1ccc(C(=O)NC(=O)N2CCCCC2)cc1
i	-0.28	CC1(C(=O)O)CCC(C(=O)NNC(=O)c2ccccc2Cl)C1(C)C (stereo not drawn)
i	2.8	COCCCn1c(SCC(=O)Nc2ccc(C(=O)OC)cc2)nc2ccccc2c1=O
i	1.7	Cc1oc(C(=O)O)cc1COc1ccc2c3c(c(=O)oc2c1)CCC3
i	0.14	CCCn1c(NC(=O)c2cccc(S(=O)(=O)N3CCCC3)c2)nc2ccccc21
i	-0.27	CCOc1ccc(S(=O)(=O)n2cnc3cc(C)c(C)cc32)cc1
i	-0.91	Cc1cc(NC(=O)CN2C(=O)NC(CCc3ccccc3)C2=O)no1 (stereo not drawn)
i	-0.57	CC(=O)c1ccc(N2Cc3ccccc3C3(CCOCC3)C2=N)cc1
i	-0.27	CCCc1ccc(C2=Nn3c(nnc3C(C)C)SC2)cc1

# Further entries follow.
KCNQ2 inh	Kir21 block	mol
i	-1.6	NC(=O)C(c1ccccc1)c1ncc(C(F)(F)F)cc1Cl (stereo not drawn)
i	-0.37	COC(=O)Nc1ccccc1C(=O)N1CCN(c2ccc(C)cc2)CC1
i	-0.77	CCC(C)NC(=O)C(Cc1ccccc1)n1cccc1 (stereo not drawn)
i	-3.7	CCOC(=O)N1CCN(C(=O)CS(=O)(=O)c2cn(Cc3ccc(F)cc3)c3ccccc23)CC1
i	-0.03	COc1ccc(Cc2noc(-c3ccc([N+](=O)[O-])cc3)n2)cc1OC
i	-1.6	O=S(=O)(c1ccc(Cl)cc1)N1CCNCC1
i	0.89	Cc1cc(C)n(-c2nnc(C)n2N)n1
i	-2.3	O=C(Nc1ccc(F)cc1)Nc1nnc(COc2ccccc2F)s1
i	2	COCCNC(=O)C(c1ccc(C)o1)N(Cc1ccco1)C(=O)c1snc(C(N)=O)c1N (stereo not drawn)
i	-0.25	COc1cccc(C(=O)N(c2ccc(OC)cc2OC)C2C=CS(=O)(=O)C2)c1 (stereo not drawn)
i	1	CCOc1cc(S(=O)(=O)NCCCN2CCOCC2)c(C)cc1C
i	-0.38	CN1CC(=O)Nc2ccc([N+](=O)[O-])cc2C1=O
i	-0.01	O=C(COC(=O)c1ccc(Cl)c(S(=O)(=O)N2CCOCC2)c1)NCc1ccco1
i	-1.5	O=C(CCCOc1ccccc1)Nc1ccncc1
i	-0.28	COc1ccc(-n2c(SCC(=O)C(C)(C)C)nc3ccsc3c2=O)cc1
i	-0.49	CC1CC(=O)c2cnc(N)nc2C1 (stereo not drawn)
i	-0.03	Cc1cc(C(=O)N2CCCCCC2)cs1
i	-0.27	Cc1cc(NC(=O)CSc2ncccn2)no1
i	-0.86	CC(=O)c1c(C)[nH]c(C(=O)Nc2ccccn2)c1C
i	0.21	CCn1c(C)nc2cc(S(=O)(=O)N3CCCCC3)ccc21

# Gathered by group: those above with an aryl methoxy group (15)
KCNQ2 inh	Kir21 block	mol
i	1	COc1ccc(OCC(=O)N2CCN(C(=O)COc3ccc(Br)cc3)CC2)cc1
i	0.22	CCOCC(=O)OCC(=O)Nc1cc(OC)c([N+](=O)[O-])cc1C
i	-0.1	COc1cc(/C=C2/C(=O)N(c3ccc(Br)cc3)N=C2C)cc(OC)c1OC
i	-0.21	COc1cccc(-c2ccc(=O)n(CC(=O)Nc3ccc(S(=O)(=O)NCC(C)C)cc3)n2)c1
i	-0.1	COc1ccccc1Nc1nc(-c2cccs2)cs1
i	0	COc1ccccc1/C=N/NC(=Nc1ccc(C)cc1)c1nc2ccccc2s1
i	0.06	COc1ccc(F)cc1C(=O)C1CCCN(C(=O)c2cccc(N(C)C)c2)C1 (stereo not drawn)
i	2.8	CC[C@]1(c2ccccc2OC)C(=O)N(C(=O)OC)N1C(=O)OC
i	-2.1	COc1ccccc1N1CCN(C(=O)c2cc3n(n2)C(C(F)(F)F)CC(c2ccco2)N3)CC1 (stereo not drawn)
i	-0.04	COc1cccc(OC)c1Nc1nc(C)nc2c1nnn2Cc1ccccc1Cl
i	0.42	COc1cc(C[C@H](C)[C@H](C)Cc2ccc3c(c2)OCO3)ccc1O
i	0.31	COc1ccc(C(=O)NC(=O)N2CCCCC2)cc1
i	-0.03	COc1ccc(Cc2noc(-c3ccc([N+](=O)[O-])cc3)n2)cc1OC
i	-0.25	COc1cccc(C(=O)N(c2ccc(OC)cc2OC)C2C=CS(=O)(=O)C2)c1 (stereo not drawn)
i	-0.28	COc1ccc(-n2c(SCC(=O)C(C)(C)C)nc3ccsc3c2=O)cc1

# Screens (PubChem BioAssay)
